Screening results: PubChem, several laboratories
LMPTP block: LMPTP (human) inhibition. P24666. recombinant LMPTP-A, OMFP fluorogenic substrate, fluorescence intensity. inhibition, % at 20 µM. hit rate 0.22% among 360,000. AID 651560;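 active means compounds that cut the enzyme signal by at least half of the control window in the single-dose screen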;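 further: plate controls were DMSO wells with enzyme plus substrate for no effect and substrate without enzyme for full effect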
Target sequence (P24666 whole entry, looked up): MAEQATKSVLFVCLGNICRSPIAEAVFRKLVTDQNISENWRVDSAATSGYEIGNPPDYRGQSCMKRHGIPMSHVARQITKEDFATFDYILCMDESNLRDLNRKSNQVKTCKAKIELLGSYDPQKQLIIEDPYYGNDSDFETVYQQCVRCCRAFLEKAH
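Assay system: LMPTP-A enzyme. Input: 0.625 nM LMPTP-A final. Probe or stimulus: 400 µM OMFP. Compound dosing: single 20 µM dose. Schedule: 50 min dark incubation at room temperature. Detection: fluorescence intensity of OMFP turnover product. Read-out: percent inhibition versus substrate-only and uninhibited controls. Benchmarks: no-enzyme low control, uninhibited high control.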
SUMO1-SIM PPI: modulators of human SUMO1-mediated protein-protein interactions; SUMO1 binding to a labelled peptide, TR-FRET, 1 h; inhibition, % at 20 µM; hit rate 0.33% among 360,000; AID 602429; in the data active means inhibition above about 37%
Target sequence (P63165 whole entry, looked up): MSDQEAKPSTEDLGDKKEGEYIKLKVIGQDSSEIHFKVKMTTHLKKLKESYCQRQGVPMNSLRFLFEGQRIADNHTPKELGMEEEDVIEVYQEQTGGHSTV
NadD block: inhibitors of Staphylococcus aureus NadD. purified NadD enzyme, colorimetric absorbance read-out. inhibition, % at 20 µM. hit rate 0.78% among 360,000. AID 602399; in the data active means inhibition above about 26%; further: some compounds past the cut are filed as inactive
Tb MetRS inh: Trypanosoma brucei MetRS inhibition. purified T. brucei MetRS, ATP depletion, Kinase-Glo luminescence. inhibition, % at 11.9 µM. hit rate 0.4% among 360,000. AID 624268;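 active means inhibition above a per-plate cutoff of the control wells' mean inhibition plus 3 SD, cut at about 5.5% in these data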;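 further: 0% = DMSO wells median and 100% = median of wells with control inhibitor compound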
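Test system: purified T. brucei MetRS enzyme. Also added: ATP, methionine and E. coli bulk tRNA substrates. Compound: 11.9 µM single point. Schedule: 15 min enzyme-compound preincubation, 2 h reaction, 10 min detection, 25 °C. Signal: luciferase luminescence of residual ATP, Kinase-Glo. Evaluation: percent inhibition versus plate control medians. Controls: DMSO wells, low control.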
STEP block: inhibitors of human striatal-enriched phosphatase STEP; recombinant STEP, OMFP fluorogenic substrate, fluorescence; inhibition, % at 20 µM; hit rate 0.25% among 360,000;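 active means inhibition at 20 µM, scaled per plate between control wells, above about 37%, limit read from the data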;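 further: 0% = DMSO with enzyme and substrate and 100% = substrate only without enzyme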
Target sequence (P54829 whole entry, looked up): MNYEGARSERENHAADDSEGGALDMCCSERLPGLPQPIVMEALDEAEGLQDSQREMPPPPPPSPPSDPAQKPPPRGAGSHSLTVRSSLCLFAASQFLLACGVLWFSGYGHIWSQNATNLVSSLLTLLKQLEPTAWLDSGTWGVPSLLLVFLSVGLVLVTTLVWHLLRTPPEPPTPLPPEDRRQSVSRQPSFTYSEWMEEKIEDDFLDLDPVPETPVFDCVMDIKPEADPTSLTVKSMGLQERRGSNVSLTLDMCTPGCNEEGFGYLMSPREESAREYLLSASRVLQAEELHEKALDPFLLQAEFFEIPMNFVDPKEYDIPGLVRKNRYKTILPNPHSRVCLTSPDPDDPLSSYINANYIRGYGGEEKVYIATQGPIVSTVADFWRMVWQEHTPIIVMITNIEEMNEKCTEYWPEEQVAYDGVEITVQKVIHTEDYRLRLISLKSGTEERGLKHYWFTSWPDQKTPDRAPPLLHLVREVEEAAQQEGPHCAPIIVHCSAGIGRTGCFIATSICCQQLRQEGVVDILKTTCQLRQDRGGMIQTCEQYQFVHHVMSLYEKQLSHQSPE
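Material: STEP (striatal-enriched tyrosine phosphatase) enzyme, cell-free | Medium: 50 mM Bis-Tris pH 6.0 with 2.5 mM DTT and 0.005% Tween 20 | Read-out: Percent inhibition scaled to no-enzyme and uninhibited-enzyme controls, plate-pattern corrected | Signal: Fluorescence read at 480 nm ex / 540 nm em | Times: 20 min reaction, room temperature, in the dark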
Neddyl block: inhibitors of human cullin neddylation; calls only at 25 µM; hit rate 0.58% among 360,000; TR-FRET cullin neddylation, biochemical; P61081+Q13564; in the data active means inhibition above about 36%
SKN-1 inh: C. elegans SKN-1 inhibition. AID 624304. C. elegans VP596 Pgst-4::GFP/RFP ratio, acrylamide-induced, 24 h. inhibition, % at 21.8 µM. hit rate 0.49% among 360,000;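 active means interference check ratio from 0.5 to 1.5 plus GFP to RFP signal ratio inhibition reaching or exceeding a fixed threshold, cut at about 30% in these data, passing the limit was not always enough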; further: some compounds called inactive have numbers as strong as hits
NRP1-CendR mod: NRP-1/CendR interaction modulation; FAM-RPARPAR peptide binding to NRP-1, fluorescence polarization; inhibition, % at 25 µM; AID 602438; O14786; hit rate 0.85% among 360,000;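 active means inhibition or corrected inhibition above about 18%, plus a signal ratio from 0.5 to 1.5, limit read from the data, passing the limit was not always enough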; further: strong numbers were not always called active
DNMT1 inh: inhibitors of human DNMT1 | DNMT1 molecular beacon, Hinp1I cleavage, fluorescence | inhibition (reported as % activation of signal), % at 10 µM | hit rate 0.83% among 360,000 | AID 588458; in the data active means inhibition above about 50%
Scp-1 inhibitor: inhibitors of human Scp-1 phosphatase | Q9GZU7 | Recombinant Scp1, phosphopeptide, malachite green phosphate absorbance | inhibition, % at 20 µM | hit rate 0.88% among 340,000;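 active means inhibition above about 50% at 20 µM, limit read from the data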;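 further: plate controls were DMSO wells with enzyme for no effect and wells lacking enzyme for full effect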
Target sequence (Q9GZU7 76-261 limits assumed): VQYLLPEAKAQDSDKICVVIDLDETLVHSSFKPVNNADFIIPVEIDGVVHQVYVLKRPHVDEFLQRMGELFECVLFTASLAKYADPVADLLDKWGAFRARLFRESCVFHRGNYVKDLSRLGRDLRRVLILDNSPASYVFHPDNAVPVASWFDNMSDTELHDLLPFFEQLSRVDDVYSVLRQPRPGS
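Test system: SCP-1 phosphatase catalytic domain, residues 76-261; measured by: colorimetric phosphate reagent with accelerator and stabiliser, absorbance at 630 nm; timing: enzyme reaction 45 min at room temperature, colour 5 min, stabilisation 30 min; also added: Phosphorylated 17-residue peptide substrate; compound dosing: one concentration, 20 µM, with 1.0% DMSO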
* = called active by the depositor; i = inactive; . = no result given.

LMPTP block	SUMO1-SIM PPI	NadD block	Tb MetRS inh	STEP block	Neddyl block	SKN-1 inh	NRP1-CendR mod	DNMT1 inh	Scp-1 inhibitor	smiles
-2.0	-3	-4	-0.3	0	i	12	3	0	-5	Cc1ccccc1CS(=O)(=O)Cc1ccc(C(=O)NCC2CCCO2)o1 (stereo not drawn)
0.4	1	2	-0.5	-1	i	6	5	-1	19	O=C1CC(=C(c2ccccc2)c2ccccc2)C(=O)N1CCCN1CCN(c2cccc(Cl)c2)CC1
-1.2	0	-9	-1.4	-3	i	2	6	4	5	CCCCOc1ccc(NC(=O)CSc2nnnn2C)cc1
1.5	1	0	2.1	0	i	-8	-1	-1	0	CCn1c(/N=C/c2ccccc2O)nc2ccccc21
-1.5	-21	-4	0.6	1	i	8	11	3	-9	O=C(NCc1ccccc1)c1ccc(Cl)cc1[N+](=O)[O-]
-1.4	-13	5	-0.6	0	i	4	0	2	-5	CC1=C(C(=O)Nc2ccc(C)cc2C)C(c2ccc([N+](=O)[O-])cc2)n2ncnc2N1 (stereo not drawn)
3.2	-3	-5	-0.2	-2	i	16	-29	-9	.	CC(=O)Nc1cccc(-c2cc(NC(C)=O)c3ncc(-c4cccc(C(F)(F)F)c4)n3c2)c1
4.2	1	1	-0.2	5	i	2	-11	9	19	O=C(NCC1COc2ccccc2O1)c1ccc(Cl)c(S(=O)(=O)N2CCOCC2)c1 (stereo not drawn)
-0.6	-21	6	-0.3	0	i	11	-4	1	-5	O=C(c1ccc(Oc2ccc(C(F)(F)F)cc2[N+](=O)[O-])cc1)N1CCOCC1
0.6	2	-5	-0.9	0	i	-10	6	-2	1	OC(CSc1c(Cl)cccc1Cl)CN1CCN(c2ccc(F)cc2)CC1 (stereo not drawn)
-1.8	-14	-3	-0.2	0	i	-1	18	4	-7	O=C(COc1cc2oc(=O)c3c(c2cc1Cl)CCC3)NCCCn1ccnc1
0.5	0	25	-2.6	2	i	3	-13	-9	12	CC(C)c1ccc(NC(=O)[C@H](Cc2c[nH]c3ccccc23)NC(=O)[C@@H]2Cc3ccccc3CN2)cc1
-1.0	-1	3	-0.4	-5	i	11	10	3	-6	CCCN1CCC(=O)N([C@H](COc2ccccc2)c2ccccc2)CC1
0.3	-3	4	0.0	0	i	9	-6	0	1	O=C(O)C1=C[C@@H](c2csc3ccccc23)C[C@@H](OCc2ccc(CO)cc2)O1
2.1	1	9	-0.1	1	i	13	16	2	-8	CCc1cc2cc(C(=O)Nc3ccccc3F)sc2s1
7.1	-18	0	0.2	2	i	-1	-1	-2	-7	Cc1[nH]n(C2=NCCS2)c(=O)c1N=Nc1ccccc1
1.2	10	-5	0.5	3	.	-10	6	-1	1	COc1ccc(CCNc2oc(-c3ccccc3OC)nc2C#N)cc1OC
-1.3	2	-7	-0.5	1	i	15	19	2	-6	COc1ccc(CCNC(=O)CN(Cc2ccc(Cl)cc2)S(C)(=O)=O)cc1
2.2	-1	-3	-0.4	-1	i	6	0	4	13	CCOc1ccc(NCc2nnc(SCc3ccc(Cl)cc3)n2-c2ccccc2)cc1
-1.0	-7	-4	-0.4	5	i	0	-7	-2	-6	Cc1cc(C(=O)NCc2cc(C)n(C)n2)sc1-c1ccccc1
-2.2	3	-7	0.3	-4	i	0	-5	-1	-11	Fc1cc(Cl)ccc1NC1=NCCCCC1
55*	-20	0	0.1	3	.	27	-64	30	-8	Cc1c2ccncc2cc2c1[nH]c1ccccc12
1.7	1	7	-0.5	-1	i	-4	9	-14	1	COc1ccccc1NC(=O)Nc1nc(CC(=O)Nc2ccc(N(C)C)cc2)cs1
-0.2	-2	-6	-0.1	1	i	1	-7	6	-3	Cc1ccc(C(=O)Nc2ccc(CN3CCCCC3)cc2)c(C)c1
7.2	2	3	-0.4	2	i	13	-11	8	.	O=C(NCc1ccccc1)c1ccc(-c2ccc(F)c(F)c2)c2ccoc12
0.9	-6	-8	0.0	4	i	-11	-9	-7	-11	NC(=O)CC(NC(=O)Cc1ccc(Cl)cc1)c1ccc(NCCOc2ccccc2)c([N+](=O)[O-])c1 (stereo not drawn)
0.4	-12	-9	1.5	-2	i	-10	-6	1	-10	COC(=O)CC1C(=O)NCCN1C(=O)c1ccc([N+](=O)[O-])cc1 (stereo not drawn)
4.0	7	13	-0.7	6	i	-7	14	-4	8	CCCCCCCCCCCCN1C(=O)CSC1c1cccnc1 (stereo not drawn)
-2.1	-3	5	-0.5	-1	i	0	-8	-12	-3	COc1ccc2oc(C(=O)Nc3nc(C)cs3)c(C)c2c1
44	-11	15	-0.6	-2	i	-1	-1	32	32	COc1ccc(CCn2c(=N)c(C(=O)NCc3ccco3)cc3c(=O)n4cccc(C)c4nc32)cc1

Three of the entries above in order of the Tb MetRS inh value, smallest number first.
LMPTP block	SUMO1-SIM PPI	NadD block	Tb MetRS inh	STEP block	Neddyl block	SKN-1 inh	NRP1-CendR mod	DNMT1 inh	Scp-1 inhibitor	smiles
4.0	7	13	-0.7	6	i	-7	14	-4	8	CCCCCCCCCCCCN1C(=O)CSC1c1cccnc1 (stereo not drawn)
0.9	-6	-8	0.0	4	i	-11	-9	-7	-11	NC(=O)CC(NC(=O)Cc1ccc(Cl)cc1)c1ccc(NCCOc2ccccc2)c([N+](=O)[O-])c1 (stereo not drawn)
0.4	-12	-9	1.5	-2	i	-10	-6	1	-10	COC(=O)CC1C(=O)NCCN1C(=O)c1ccc([N+](=O)[O-])cc1 (stereo not drawn)

(more compounds)
LMPTP block	SUMO1-SIM PPI	NadD block	Tb MetRS inh	STEP block	Neddyl block	SKN-1 inh	NRP1-CendR mod	DNMT1 inh	Scp-1 inhibitor	smiles
-0.2	1	0	-0.3	-3	i	15	7	0	-5	Cc1ccc(NC(=O)CSCC(=O)NNC(=O)c2ccoc2C)cc1
-0.8	4	4	-0.3	1	i	4	13	-1	-5	C[C@H](NS(=O)(=O)c1ccc(Cl)cc1)C(=O)OCC(=O)NCCc1ccc(S(N)(=O)=O)cc1
-0.4	5	1	-0.6	0	i	13	27*	-2	-10	Cn1c(Cn2c(=O)sc3ccccc32)nnc1SCC(=O)N1CCN(c2ccccc2)CC1
2.7	-3	20	2.1	-3	i	9	14	-21	-3	Cc1cc(/C=C2/NC(=O)N(Cc3ccccc3F)C2=O)c(C)n1C
0.3	1	-2	0.2	1	i	10	-4	0	-5	O=C(CCC(=O)c1ccc(Br)cc1)Nc1ccc(F)cc1
-0.9	-2	-4	0.1	3	i	-2	5	8	-17	COC(=O)CSc1ncnc2c(C)csc12
1.4	13	-3	0.4	1	i	4	-11	0	.	Cn1cc(-c2coc3c(C(=O)NCc4cccc(Cl)c4)cccc23)cn1
-0.6	-16	0	-0.3	-1	i	1	16	-5	0	COc1c(N)c2c(c([N+](=O)[O-])c1OC)C(=O)OC2
-1.0	2	1	-0.2	2	i	10	14	8	-7	COc1cccc(C=NNc2nc3ccccc3s2)c1OC
-0.2	8	-2	0.0	0	i	-20	15	3	-4	C/C=C/Cn1c(SCCCc2ccccc2)nc2c1c(=O)[nH]c(=O)n2C
-1.7	0	-3	-0.1	3	i	0	11	7	-12	Cn1nnnc1Sc1ncnc2scc(Br)c12
-1.5	-2	-1	0.0	-2	i	-19	4	7	-4	CCOc1c(Br)cc(/C=C2/SC(=O)N(CC(=O)N3CCCC3)C2=O)cc1OC
0.6	0	0	-0.4	0	i	7	0	-3	-9	C#C[C@]1(O)CCC2C3CCC4=CC(=O)CC[C@@H]4C3CC[C@@]21C (stereo partly drawn)
-1.6	-2	-4	0.2	-4	i	-4	-1	1	-1	O=C(CCSc1ccccc1)NCc1cccnc1
-1.7	-2	-2	-1.2	-1	i	4	15	6	-5	O=C(COc1ccccc1Br)Nc1ccccc1C(F)(F)F
-1.6	-1	3	-1.4	-3	i	7	4	-3	5	COc1ccccc1N1CCN(C(=O)C(C)N(c2ccc(C)cc2)S(C)(=O)=O)CC1 (stereo not drawn)
1.9	2	-7	-1.1	4	i	3	-6	5	-8	CCN(CC)CCCNC(=O)C1CCN(c2ncnc3c2sc2cccc(F)c23)CC1
-1.9	-4	-4	-1.0	-1	i	9	-7	3	7	COc1ccc(CCNC(=O)CSc2nn3c(=O)c(C)nnc3s2)cc1OC
-0.9	0	-2	-0.5	-1	i	8	24*	1	.	CC1(C(=O)NCc2ccccc2)CCC(=O)N1CCc1c[nH]c2ccccc12 (stereo not drawn)
-1.1	0	-3	0.0	-1	i	2	0	-12	-5	c1cncc(Cc2cc3ccccc3[nH]2)c1
-0.6	-24	-7	1.3	-5	i	0	5	0	-4	COc1ccc(/C=C(/NC(=O)c2ccc([N+](=O)[O-])cc2)C(=O)NCCCN(C)C)cc1
1.7	4	-9	-0.3	4	i	3	1	2	.	CCNC(=O)C1(C)CCN(C(=O)CCc2ccccc2)C1 (stereo not drawn)
0.8	-18	-4	-0.4	-2	i	-7	-5	-1	0	COP(=O)(OC)C(Nc1ccc([N+](=O)[O-])cc1)c1ccccc1 (stereo not drawn)
-0.4	-6	0	-1.0	-24	i	-3	134	27	12	Cc1ccc(Cl)c2c(N=Nc3ccccc3)c(O)[nH]c12

Of the compounds above, these contain a CF3 group:
LMPTP block	SUMO1-SIM PPI	NadD block	Tb MetRS inh	STEP block	Neddyl block	SKN-1 inh	NRP1-CendR mod	DNMT1 inh	Scp-1 inhibitor	smiles
3.2	-3	-5	-0.2	-2	i	16	-29	-9	.	CC(=O)Nc1cccc(-c2cc(NC(C)=O)c3ncc(-c4cccc(C(F)(F)F)c4)n3c2)c1
-0.6	-21	6	-0.3	0	i	11	-4	1	-5	O=C(c1ccc(Oc2ccc(C(F)(F)F)cc2[N+](=O)[O-])cc1)N1CCOCC1
-1.7	-2	-2	-1.2	-1	i	4	15	6	-5	O=C(COc1ccccc1Br)Nc1ccccc1C(F)(F)F
